# Source: PubChem BioAssay
# TCR-CD3 inh = human TCR-CD3 binding inhibition; TAMRA-labeled TCR probe fluorescence, biochemical; inhibition, % at 9.4 µM; 360,000 tested, 0.37% active; AID 651800; in the data active means inhibition above about 19%;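 further: recombinant mutant TCR 2C K166C tagged with TAMRA read by polarization; 0% = receptor in buffer alone and 100% = receptor with positive control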
# PG9 Ab binder = small molecules binding HIV-1 gp120 antibody PG9. TR-FRET gp120-PG9 antibody binding. inhibition, % at 6.7 µM. 360,000 tested, 0.43% active. AID 624416; in the data active means inhibition above about 8.5%
# rCAG RNA binder = binds r(CAG) RNA repeats; r(CAG) RNA repeat, TO-PRO-1 dye displacement fluorescence; inhibition, % at 3 µM; 370,000 tested, 1.3% active; AID 651821;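 active means inhibition above the plate cutoff, the mean of all test compounds on that plate plus 3 SD, cut at about 35% in these data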;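 further: 0% = DMSO alone and 100% = 100 µM mitoxantrone as full dye displacement; higher means more dye released from RNA so lower well fluorescence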
# UHRF1 binding = UHRF1 methyl-DNA binding inhibition; AID 687016; 370,000 tested, 0.75% active; UHRF1 binding to methylated oligo, TR-FRET; Q96T88; inhibition, % at 4.4 µM; in the data active means inhibition above about 21%;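 further: UHRF1 SRA domain binding a hemimethylated CpG hairpin DNA probe; 0% = median of test compound wells and 100% = reference inhibitor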
# ABHD4 inh = ABHD4 (mouse) inhibition, primary FP screen; purified mABHD4, FP-Rh probe fluorescence polarization; inhibition, % at 8.92 µM; 370,000 tested, 0.54% active;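 active means inhibition exceeding the mean over every tested compound plus 3 SD, cut at about 30% in these data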;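 further: 0% = plate median of compound wells and 100% = S159A mutant with DMSO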
#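 Doses – 8.92 µM, single dose · Material – wild-type mouse ABHD4 protein · Replication – single well per compound (singlicate) · Measure – percent inhibition of probe binding, normalized to plate controls · Schedule – 45 min compound pre-incubation plus 60 min probe step, 25 °C · Detection – fluorescence polarization with parallel and perpendicular emission, 525/598 nm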
# Rev-erbA mod = Rev-erb alpha (human) modulation. Rev-erbα–FITC-DNA binding, fluorescence polarization, 90 min. 370,000 tested, 0.79% active. P20393. activity, % at 10 µM;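 active means activity above about 14%, limit read from the data; passing the limit was not always enough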;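 further: 0% = DMSO wells with 35 nM protein and 100% = DMSO wells with 750 nM protein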
# HTRA1 inhibitor = inhibitors of human serine peptidase HTRA1; 340,000 tested, 0.5% active; Q92743; recombinant HTRA1, FP-rhodamine activity-based probe, fluorescence polarization; inhibition, % at 5.96 µM; in the data active means inhibition above about 36%;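 further: 0% = enzyme with DMSO and 100% = wells lacking enzyme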
# Target sequence (Q92743 whole entry, looked up): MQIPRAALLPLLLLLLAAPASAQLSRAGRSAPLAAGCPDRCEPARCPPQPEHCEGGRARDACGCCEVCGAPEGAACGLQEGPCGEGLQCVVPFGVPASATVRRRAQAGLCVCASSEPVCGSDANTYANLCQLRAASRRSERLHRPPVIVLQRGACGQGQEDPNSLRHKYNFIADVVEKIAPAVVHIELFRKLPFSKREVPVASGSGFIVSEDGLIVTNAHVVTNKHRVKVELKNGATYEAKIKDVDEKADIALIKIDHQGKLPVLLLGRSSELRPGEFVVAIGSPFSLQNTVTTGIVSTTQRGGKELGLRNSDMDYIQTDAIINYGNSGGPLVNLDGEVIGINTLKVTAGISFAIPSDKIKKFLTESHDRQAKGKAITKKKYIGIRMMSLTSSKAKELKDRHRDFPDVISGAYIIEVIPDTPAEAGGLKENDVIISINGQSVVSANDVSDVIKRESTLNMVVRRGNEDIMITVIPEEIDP
# LEDGF integ inh = blocks HIV-1 LEDGF/p75-dependent DNA integration. TR-FRET IN-LEDGF/p75 DNA integration, Eu/Cy5. inhibition, % at 3.7 µM. 370,000 tested, 0.64% active;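 active means inhibition above the screen-wide mean plus 3 SD, cut at about 13% in these data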;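 further: signal is the Cy5 over europium emission ratio at 671 and 618 nm; 0% = plate median of compound wells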
# PRMT1 inh = inhibitors of human PRMT1 | Q99873 | recombinant PRMT1, activity-based probe fluorescence polarization | inhibition, % at 2.79 µM | 370,000 tested, 1.3% active;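 active means inhibition above about 21% made by adding two undisclosed values, limit read from the data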
# MBD2 inh = inhibitors of human MBD2 binding to methylated oligonucleotide. inhibition, % at 4.4 µM. 370,000 tested, 0.31% active. TR-FRET; in the data active means inhibition above about 13%
# Target sequence (Q9UBB5 whole entry, looked up): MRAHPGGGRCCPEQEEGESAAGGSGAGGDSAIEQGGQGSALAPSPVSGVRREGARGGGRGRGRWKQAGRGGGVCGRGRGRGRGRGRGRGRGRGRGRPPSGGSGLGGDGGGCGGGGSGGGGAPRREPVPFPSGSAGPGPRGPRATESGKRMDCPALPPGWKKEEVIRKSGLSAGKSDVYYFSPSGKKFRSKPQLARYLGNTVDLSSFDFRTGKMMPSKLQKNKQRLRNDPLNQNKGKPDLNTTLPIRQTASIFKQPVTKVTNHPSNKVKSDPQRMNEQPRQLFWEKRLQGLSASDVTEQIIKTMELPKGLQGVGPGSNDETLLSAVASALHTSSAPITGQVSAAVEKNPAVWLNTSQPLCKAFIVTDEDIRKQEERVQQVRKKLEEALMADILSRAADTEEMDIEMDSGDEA
# Active calls of the source: *; . = not tested or not shown.
SMILES,TCR-CD3 inh,PG9 Ab binder,rCAG RNA binder,UHRF1 binding,ABHD4 inh,Rev-erbA mod,HTRA1 inhibitor,LEDGF integ inh,PRMT1 inh,MBD2 inh
S=C(NCCc1ccccc1)N1CCn2cccc2C1c1cccnc1 (stereo not given),5,-0.1,-1,-4,-7,0,-3,4,-1,0
NC(=O)CC(NC(=O)c1ccccc1)c1ccc(NCCN2CCCCC2)c([N+](=O)[O-])c1 (stereo not given),2,-2.4,0,-7,7,0,4,2,-2,-16
CC(NC(=S)NCCCN1CCOCC1)C1CC2CCC1C2 (stereo not given),-7,-1.3,-7,3,-3,-3,1,-2,3,3
Nc1nc(=O)n([C@@H]2CS[C@H](CO)O2)cc1F,.,.,2,3,-3,9,.,7,-3,5
CCC(Sc1nnnn1C)C(=O)Nc1ccc(C(C)=O)cc1 (stereo not given),2,-1.2,0,0,4,-1,-1,0,-1,3
Cc1ccc2ccc(S(=O)(=O)n3nc(C)cc3C)cc2c1,2,0.3,-6,5,-5,-2,-24,-1,-1,2
CCOC(=O)c1ccc(NC(=O)c2ncn3c2C(=O)N[C@H](C)C3)cc1,-2,-1.9,3,-1,-3,7,3,-4,2,-2
Cc1c(C(=O)N2CCN(C)CC2)oc2c1C(=O)CC(C)(C)C2,8,-2.4,-4,1,7,0,2,1,0,-2
CSc1nc2c(c(=O)[nH]c(=O)n2C)n1Cc1ccc(Cl)cc1,8,-1.0,1,-2,3,-1,0,9,66*,-1
CCOC(=O)CSc1nc2c(c(=O)[nH]c(=O)n2C)n1CCCc1ccccc1,0,-0.5,-3,6,5,-4,5,0,3,-3
Clc1cccc(CN2CCCCCC2)c1,3,-1.3,-3,0,4,6,-7,3,3,1
S=c1[nH]nc(-c2cc(-c3ccccc3)n[nH]2)n1N=Cc1c[nH]c2ccccc12,.,.,78*,1,0,0,.,-3,32*,-1
COc1ccc(CCNC(=O)CN2C(=O)c3ccccc3S2(=O)=O)cc1OC,-13,-1.0,-1,1,1,-5,4,-1,2,3
O=C(CSc1ncccn1)N/N=C/c1ccc2c(c1)OCO2,-4,-2.2,2,-2,-5,7,-4,2,-2,-3
CC(NC(=O)CCNC(=O)c1ccco1)c1ccc(F)cc1 (stereo not given),0,-0.5,3,1,-12,5,-3,6,-5,-2
CC(C)(C)C(=O)NC(=S)Nc1ccc(C(F)(F)F)cc1,-13,1.0,-3,7,-9,-6,-1,3,5,1
CC12C(=O)N(c3nccs3)C(=O)C1C1C=CC2C1 (stereo not given),11,-3.0,1,-4,5,-5,3,2,0,-2
O=C(O)CCC(=O)Nc1sc2c(c1C(=O)Nc1ccccc1)CCCCC2,0,0.1,15,6,14,-1,9,1,38*,1
C=C[C@@]1(C)CCC(/C(C)=C/C=C/C(C)(C)O)C[C@@H]1C(=C)C (stereo not given in full),-1,-0.3,1,2,-1,2,-3,4,6,-4
Cc1ccc(OCCNC(=O)C2CC(=O)N(Cc3ccccc3)C2)cc1 (stereo not given),7,-1.5,2,-1,5,1,1,0,-5,-3
O=C1OC(CO)CN1Cc1ccccc1 (stereo not given),10,-0.8,1,1,-1,-3,5,1,-4,2
COc1ccc(Cn2nnnc2C(c2cccnc2)N2CCN(c3ccc(O)cc3)CC2)cc1 (stereo not given),0,-1.9,0,-1,13,2,2,-2,8,2
CCCCN(Cc1ccccc1)S(=O)(=O)c1c(N)n(C)c(=O)n(C)c1=O,5,-1.3,-6,-1,3,-1,-5,-4,0,-9
Fc1ccc(NC(=S)N2CCCC2)cc1Cl,1,2.1,-1,0,4,-1,-2,-1,1,-3
O=C(COC(=O)C1(c2ccc(F)cc2)CCCC1)Nc1ncc(C(F)(F)F)cc1Cl,2,-1.9,0,0,-4,2,-36,2,0,2
O=C(O)Cn1cnc2sc3c(c2c1=O)CCCC3,-1,-0.8,2,1,5,-6,-2,1,-1,-4
Oc1ccccc1C(=S)N1CCCCC1,5,1.9,1,1,-1,2,4,1,36*,0
CCC(=O)N1CCc2cc(S(=O)(=O)NCCCN3CCN(Cc4ccccc4)CC3)ccc21,3,-2.3,-8,-3,4,1,9,-1,-4,2
CN(C)CC(O)CN1C(=O)N(CN2C(=O)N(CC(O)CN(C)C)C(=O)C2(C)C)C(C)(C)C1=O (stereo not given),5,-2.4,-4,0,-2,0,.,2,-1,-1
Cc1c(C(=O)NNC(=O)c2csc(N3CCOCC3)n2)oc2ccccc12,6,-1.4,7,1,9,14,9,3,2,-5

# Three compounds from above with just rCAG RNA binder and ABHD4 inh:
Molecule | rCAG RNA binder | ABHD4 inh
O=C(COC(=O)C1(c2ccc(F)cc2)CCCC1)Nc1ncc(C(F)(F)F)cc1Cl | 0 | -4
O=C(O)Cn1cnc2sc3c(c2c1=O)CCCC3 | 2 | 5
Oc1ccccc1C(=S)N1CCCCC1 | 1 | -1

# 2 entries drawn at random from those above:
SMILES,TCR-CD3 inh,PG9 Ab binder,rCAG RNA binder,UHRF1 binding,ABHD4 inh,Rev-erbA mod,HTRA1 inhibitor,LEDGF integ inh,PRMT1 inh,MBD2 inh
CCCCN(Cc1ccccc1)S(=O)(=O)c1c(N)n(C)c(=O)n(C)c1=O,5,-1.3,-6,-1,3,-1,-5,-4,0,-9
CN(C)CC(O)CN1C(=O)N(CN2C(=O)N(CC(O)CN(C)C)C(=O)C2(C)C)C(C)(C)C1=O (stereo not given),5,-2.4,-4,0,-2,0,.,2,-1,-1

# (list continues)
SMILES,TCR-CD3 inh,PG9 Ab binder,rCAG RNA binder,UHRF1 binding,ABHD4 inh,Rev-erbA mod,HTRA1 inhibitor,LEDGF integ inh,PRMT1 inh,MBD2 inh
Cc1[nH][nH]c(=O)c1N=Nc1ccc(Cl)cc1,5,-3.0,2,-12,-1,-4,8,2,3,-5
Cc1onc(-c2ccccc2)c1C(=O)N/N=C/c1ccccc1OC(C)C,4,-2.5,-5,-1,-3,1,-7,-1,-5,-2
CCc1nnc(NC(=O)c2ccncc2)s1,7,-0.1,-2,-1,0,-2,-2,2,1,4
CN(Cc1ccon1)C(=O)c1ccc2nc(Cc3cccc(Cl)c3)oc2c1,-4,-1.0,-2,0,-1,2,7,-2,3,4
CCOc1ccc(-c2cc(C(=O)Nc3cccc(C(F)(F)F)c3)[nH]n2)c(C)c1,-6,-1.4,1,-1,-2,-1,.,-1,2,6
c1ccc(COc2ccc(-c3cc4nc(NCc5ccc6c(c5)OCO6)ccn4n3)cc2)cc1,-3,-2.0,17,0,-22,1,.,3,-1,0
O=C(Cn1cnc2ccccc21)c1ccc(Cl)cc1,5,-0.8,1,0,3,2,-5,-1,-5,3
COc1nc(-c2ccccc2)ccc1-c1noc(-c2ccco2)n1,10,1.2,2,0,-4,1,-14,0,3,-1
Cc1cc(C)cc(NC(=S)Nc2cccc3ccccc23)c1,1,-0.5,1,66*,5,9,-4,-3,3,-1
CC(NS(C)(=O)=O)C(c1cccs1)N1CCN(c2ccccc2F)CC1 (stereo not given),3,5.5,-5,6,2,4,2,2,0,-6
CCOC(=O)CC(=O)CSc1nc2ccc(OC)cc2cc1C,-8,0.0,7,-1,0,0,-7,1,1,1
COc1ccc(CN2CCNC(=O)C2CC(=O)NCCN2CCCCC2=O)c(F)c1 (stereo not given),7,-0.9,-2,-5,6,-3,1,2,-2,-3
COc1ccc(NC(=O)Nc2nnc(-c3ccccc3F)s2)cc1,-2,0.4,10,4,12,1,-3,-8,4,-3
CC(C)(CC(=O)c1ccccc1)CC(=O)c1ccccc1,1,-0.1,1,0,-5,-4,-5,0,-2,-1
CC(C)(C)c1nnc2sc(SCC(O)=C(C#N)c3nc4ccccc4[nH]3)nn2c1=O,1,0.1,30,-13,23,-1,21,-1,22*,6
COc1cc(-c2nc(S(=O)(=O)c3ccccc3)c(N3CCOCC3)o2)cc(OC)c1OC,0,0.1,-1,-1,-1,-4,-1,-1,0,0
CCC(C(=O)OCC(=O)Nc1ccc(C)c(S(=O)(=O)N2CCOCC2)c1)c1ccccc1 (stereo not given),-6,0.7,1,2,-9,0,-2,-4,4,2
CCCSc1ccc([C@H]2N[C@@](Cc3ccccc3)(C(=O)OC)[C@H]3C(=O)N(C)C(=O)[C@@H]23)cc1,-3,-0.7,-9,3,-2,5,-10,0,2,0
O=C(C[n+]1cc(-c2ccc(Cl)cc2)n2c1CCC2)N1c2ccccc2Sc2ccccc21,8,0.4,14,-1,14,-2,-4,2,-3,-4
O=C(OCc1ccccc1)[C@H](Cc1ccccc1)NC(=O)[C@@H]1CC=C[C@@H]2CCN(Cc3ccc(Cl)cc3)C(=O)[C@@H]21,.,.,.,-3,9,-1,.,2,1,-7
O=C(O)c1ccc(NS(=O)(=O)c2ccc3c(c2)C(=O)c2cc(S(=O)(=O)Nc4ccc(C(=O)O)cc4)ccc2-3)cc1,-4,0.1,21,6,12,3,2,-2,4,1
O=C(c1ccc(N2CCCC2=O)cc1)N1CCN(c2ccccc2F)CC1,0,-1.1,-6,-2,0,2,4,-6,-1,-2
CCOc1cc(OCC)c(C(C)=O)cc1OCC,6,-1.9,-2,-4,5,-1,-2,-2,1,-1
Cc1cccc(NC(=O)c2ccc3c(c2)C(=O)N(Cc2cccnc2)C3=O)c1C,10,-1.4,-3,1,0,-7,5,1,-4,-3
CC(=O)Nc1cc(-c2ccccc2CN(C)C)cn2c(-c3ccc(F)c(Cl)c3)cnc12,-9,-0.8,4,3,-4,-2,.,0,-2,-3
S=c1[nH]nc(-c2cc(-c3ccco3)[nH]n2)n1-c1ccccc1,-1,2.6,4,2,1,-4,-2,1,5,4
O=C(CCNC(=O)c1ccco1)Nc1nc2ccccc2s1,-1,-0.4,-2,4,0,-3,-1,1,2,4
Cc1ccc(C(C)C)c(OCCN2CCc3ccccc3C2)c1,5,-2.6,-7,-1,9,-5,-9,-1,2,0
C=C1CC[C@H](O)C/C1=C/C=C1\CCC[C@]2(C)[C@@H]([C@H](C)/C=C/[C@H](C)C(C)C)CC[C@@H]12,-7,0.5,13,-1,1,0,-9,4,-2,0
COc1ccc(C(=O)Nc2ccccc2C(=O)Nc2cc(C)ccn2)cc1,3,-0.6,0,4,1,6,-28,2,2,-2
CCOC(=O)c1cc(C#N)c(Nc2ccc(C)cc2)nc1C(F)(F)F,1,-1.4,-3,-1,1,5,2,4,-3,-1
CCOC(=O)Cn1c(=O)oc2cc(S(=O)(=O)N3CCCC(C)C3)ccc21 (stereo not given),-3,0.8,-3,-1,11,-1,1,3,0,3
COC(=O)c1cn(CC(C)n2c(=O)c3ccccc3n2Cc2cc(C(C)C)no2)nn1 (stereo not given),0,0.3,-1,0,-2,6,.,0,3,-3
CCOC(=O)c1c(C2CC2)csc1NC(=O)COC(=O)c1cc(OC)c(OC)cc1[N+](=O)[O-],6,-2.0,3,10,7,-1,-6,2,-4,1
Cc1ccc(S(=O)(=O)N(C)C)cc1NC(=S)Nc1ccc2cn[nH]c2c1,-4,-1.4,0,-2,5,2,1,-1,3,0
O=C(C1CCN(S(=O)(=O)c2cccc3nsnc23)CC1)N1CCN(c2ccccc2F)CC1,5,-0.3,-6,-2,-4,-1,-1,-2,-2,-2
CC(C)c1nc(NCCO)c(C#N)c2c1CCCC2,-2,0.9,-7,-2,-4,0,-5,1,-2,6
CCC1CCCCN1CCCNC(=O)CN1C(=O)COc2ccc(S(=O)(=O)N3CCOCC3)cc21 (stereo not given),8,-1.1,0,1,4,1,1,-2,0,-3

# The list is partial; the hit share may differ from the screen's.
